Screens (PubChem BioAssay)
All columns: NCI-60 one-dose screen, growth in % after 48 h at 10 µM unless noted; 100 = growth as untreated, 0 = no growth, -100 = all killed.
RPMI-8226: RPMI-8226 leukemia cells; hit rate 7.5% among 77,000; AID 1794781
MOLT-4: MOLT-4 leukemia cells | hit rate 6.9% among 80,000 | AID 1794779
EKVX: EKVX NSCLC. hit rate 3% among 71,000. AID 1794765
SR: SR leukemia cells; hit rate 8.7% among 73,000; AID 1794780
HOP-62: HOP-62 NSCLC. AID 1794735. hit rate 3.9% among 80,000
K-562: K-562 leukemia | hit rate 7.4% among 78,000 | AID 1794777
CCRF-CEM: CCRF-CEM leukemia; AID 1794778; hit rate 7% among 77,000
HOP-92: HOP-92 NSCLC cells. hit rate 6.3% among 71,000. AID 1794738
* = called active by the depositor; nt = not tested or not shown; & = joins results of further samples. The calls were made as follows: active = growth percent below 10; inactive = the rest. The list is partial; rates above refer to the full screens.

Screens by letter: A = RPMI-8226; B = MOLT-4; C = EKVX; D = SR; E = HOP-62; F = K-562; G = CCRF-CEM; H = HOP-92
[1] Cn1c(=O)n(-c2ccc(C(C)(C)C#N)cc2)c2c3cc(-c4cnc5ccccc5c4)ccc3ncc21
  A: 8.4*; B: -21*; C: 2.6*; D: -5.1*; E: 3.3*; F: 11&10; G: 10; H: -4.4*
[2] C[C@@H](N)c1ccc(C(=O)Nc2ccnc3[nH]ccc23)cc1
  A: 65; B: 42; C: 67; D: 9.4*; E: 14; F: 64; G: 25; H: 56
[3] CC(C)(CO)C(O)C(=O)NCCCO (stereo not given)
  A: 103&107&132; B: 97&104&110; C: 115&127&101; D: 95&107&102; E: 98&96; F: 112&102; G: 102&126; H: 101&94&91
[4] O=C(NC[C@H](O)CO)c1ccncc1Nc1ccc(I)cc1F
  A: 75; B: 90; C: 45; D: 57; E: 24; F: 37; G: 102; H: -25*
[5] COc1cc(Nc2ncc3c(n2)-c2ccc(Cl)cc2C(c2c(F)cccc2OC)=NC3)ccc1C(=O)O
  A: 83; B: 53; C: 90; D: 5.6*; E: 50; F: 45; G: 47; H: 115
[6] CN(C)/C(N)=N/C(=N)N
  A: 101; B: 101; C: 92; D: 99; E: 92; F: 92; G: 97; H: 99
[7] O=C(Nc1ccc(OCc2ccc(Cl)cc2)cc1)c1ccc2nc(NS(=O)(=O)c3ccc4ccccc4c3)sc2c1
  A: 102; B: 94; C: 80; D: 106; E: 109; F: 90; G: 96; H: 82
[8] COc1c(O)cc2c(c1O)[C@H]1O[C@H](CO)[C@@H](O)[C@H](O)[C@@H]1OC2=O
  A: 105; B: 111; C: 89; D: 100; E: 101; F: 102; G: 110; H: 97
[9] O=C(/C=C/c1ccc(Cl)cc1Cl)c1ccc(Cl)c(Cl)c1
  A: 95; B: 95; C: 83; D: 97; E: 91; F: 98; G: 102; H: 101
[10] OCc1ccccn1
  A: nt; B: 99; C: 110; D: 97; E: 115; F: nt; G: 103; H: 108
[11] O=C(O)/C=C/c1ccc(O)cc1
  A: nt; B: nt; C: 131; D: nt; E: 103; F: nt; G: 107; H: 78
[12] COc1cc(OC)c(/C=C/S(=O)(=O)Cc2ccc(OC)c(NCC(=O)O)c2)c(OC)c1
  A: 26; B: 14; C: 27; D: 11; E: 13; F: 8.4*; G: 16; H: 44
[13] NCCCC[C@H](N)C(=O)O
  A: 107; B: 92; C: 108; D: 88; E: 108; F: 105; G: 99; H: nt
[14] CC(=O)Nc1ncc([N+](=O)[O-])s1
  A: 113&81&110; B: 112&98&104; C: 111&115&100; D: 92; E: 101&103&104; F: 93&83&104; G: 105&71&95; H: 85&82&95
[15] O=C(/C=C/c1ccc(Cl)nc1)c1ccc(Cl)cc1Cl
  A: nt; B: 16; C: 97; D: nt; E: 106; F: 7.6*; G: 7.0*; H: 110

Record cards, from the list above. Screens in order: RPMI-8226 | MOLT-4 | EKVX | SR | HOP-62 | K-562 | CCRF-CEM | HOP-92
O=C(/C=C/c1ccc(Cl)nc1)c1ccc(Cl)cc1Cl in the list: nt | 16 | 97 | nt | 106 | 7.6* | 7.0* | 110
OCc1ccccn1 in the list: nt | 99 | 110 | 97 | 115 | nt | 103 | 108
COc1c(O)cc2c(c1O)[C@H]1O[C@H](CO)[C@@H](O)[C@H](O)[C@@H]1OC2=O in the list: 105 | 111 | 89 | 100 | 101 | 102 | 110 | 97

New compounds follow
Screens by letter: A = RPMI-8226; B = MOLT-4; C = EKVX; D = SR; E = HOP-62; F = K-562; G = CCRF-CEM; H = HOP-92
[16] Cc1cc(C)cc(OCC2CNC(=O)O2)c1 (stereo not given)
  A: 91&128; B: 92&116; C: 101&97; D: nt; E: 95&101; F: 106&114; G: 92&124; H: 89
[17] CCn1cc(C(=O)O)c(=O)c2cc(F)c(N3CCNCC3)nc21
  A: 99; B: 102; C: 94; D: 95; E: 105; F: nt; G: 109; H: 79
[18] NC(N)=NCCCC(N)C(=O)O (stereo not given)
  A: 108&102&102&101&103&95; B: 97&91&121&106&106&97; C: 113&97&105&108; D: 103&13&110&101&119&104; E: 107&93&102&97&98; F: 112&103&108&128&102; G: 101&101&96&98&102; H: 78&87&76&104&99
[19] CC(C)n1nc(-c2ccc3oc(N)nc3c2)c2c(N)ncnc21
  A: -6.5*; B: 6.4*; C: -27*; D: 9.4*; E: -25*; F: 18; G: 12; H: -40*
[20] NC(=O)C[C@H](N)C(=O)O
  A: 122; B: 109; C: 98; D: 124; E: 111; F: 114; G: 118; H: nt
[21] O=C(Nc1ccc(Oc2ccc(Cl)c(F)c2)cc1)c1ccc2nc(NC(=O)c3ccc(NCCc4ccccc4)c([N+](=O)[O-])c3)sc2c1
  A: 71; B: 63; C: 79; D: 72; E: 100; F: 73; G: 64; H: 77
[22] Cn1cc(C(=O)c2nc(-c3cn(C)c4ccc(F)cc34)no2)c2ccccc21
  A: 95; B: 99; C: 96; D: nt; E: 95; F: 83; G: 90; H: 84
[23] COc1ccc(-c2cnc3c(-c4cccc5ncccc45)cnn3c2)cc1
  A: 68; B: nt; C: 80; D: nt; E: 4.7*; F: nt; G: 98; H: 25
[24] COc1ccccc1OCCNCC(O)COc1cccc2[nH]c3ccccc3c12 (stereo not given)
  A: 71; B: 95; C: 73; D: nt; E: 92; F: 69; G: 80; H: nt
[25] C=C1c2cccc(O)c2C(O)=C2C(=O)[C@]3(O)C(O)=C(C(N)=O)C(=O)[C@@H](N(C)C)[C@@H]3[C@@H](O)[C@H]12
  A: 81; B: 96; C: 91; D: 90; E: 102; F: 55; G: 92; H: 64
[26] C#C[C@]1(O)CCC2C3CCC4=CC(=O)CC[C@@H]4C3CC[C@@]21CC (stereo not given in full)
  A: 99; B: 71; C: 54; D: 79; E: nt; F: nt; G: 108; H: 125
[27] CC(O)CC(=O)O (stereo not given)
  A: 105; B: 86; C: 98; D: 85; E: 115; F: 97; G: 102; H: 104
[28] CCCOC(=O)c1ccc(O)cc1
  A: 103; B: 103; C: 96; D: 91; E: 85; F: 102; G: 96; H: 95
[29] O=C(Nc1ccc(Cl)c(C(F)(F)F)c1)Nc1ccc2nc(NS(=O)(=O)c3ccc4ccccc4c3)sc2c1
  A: 96; B: nt; C: 97; D: nt; E: 77; F: 65; G: 66; H: 66
[30] CC(/C=C/c1ccccc1)=N\OCC(N)=O
  A: 98; B: 87; C: nt; D: 86; E: 111; F: 92; G: 89; H: nt
[31] CCCC[C@@H](CC)COC(=O)c1ccccc1O
  A: 95; B: nt; C: 108; D: nt; E: 101; F: nt; G: 84; H: 119
[32] COC(=O)C(C)(C)C1Oc2ccc(F)cc2C(=O)/C1=C\NS(=O)(=O)c1ccc(C)cc1 (stereo not given)
  A: 97; B: 87; C: 96; D: 112; E: 87; F: 84; G: 98; H: 99
[33] COc1ccc(/C=C/C(=O)O)cc1
  A: 89; B: 89; C: 117; D: 96; E: 103; F: 99; G: 74; H: nt
[34] O=C(Nc1ccc(OCc2cccc(Cl)c2)cc1)c1ccc2nc(NC(=O)c3ccc(NCCc4ccccc4)c([N+](=O)[O-])c3)sc2c1
  A: 83; B: 80; C: 85; D: 76; E: 86; F: 76; G: 73; H: 67
[35] CCOC(=O)C(C)O/N=C(C)/C=C/c1ccc(Cl)cc1 (stereo not given)
  A: 106; B: 102; C: nt; D: 110; E: 113; F: 97; G: 108; H: nt
[36] COc1ccc(C2=NN(c3ccc(S(N)(=O)=O)cc3)C(c3ccccc3)C2)c(OC)c1 (stereo not given)
  A: 57; B: 94; C: 84; D: 75; E: 90; F: 93; G: 105; H: 78
[37] Cn1cc(-c2nnc(-c3cn(C)c4ncccc34)o2)c2cc(Br)ccc21
  A: 85; B: 98; C: 76; D: 102; E: 88; F: 97; G: 101; H: 87
[38] NC(N)=NC(=O)Cc1c(Cl)cccc1Cl
  A: 93; B: 103; C: 94; D: 97; E: 120; F: 100; G: 91; H: 84
[39] O=C(O)C1(Cc2cccc(Nc3nccs3)n2)CCC(Oc2cccc(Cl)c2F)CC1 (stereo not given)
  A: 60; B: 67; C: 91; D: 48; E: 50; F: 34; G: 63; H: 102
[40] Cn1c(NC(=O)CN2CCN(c3cc4c(cc3F)c(=O)c(C(=O)O)cn4C3CC3)CC2)cc(=O)n(C)c1=O
  A: 107; B: 96; C: 91; D: 100; E: 101; F: 107; G: 101; H: 74
[41] CCCCCCCC/C=C\CCCCCCCC(=O)O
  A: 95; B: 138; C: 136; D: 82; E: 116; F: nt; G: 100; H: 119

4 entries from above, set out differently:
#6 CN(C)/C(N)=N/C(=N)N
#1 Cn1c(=O)n(-c2ccc(C(C)(C)C#N)cc2)c2c3cc(-c4cnc5ccccc5c4)ccc3ncc21
#20 NC(=O)C[C@H](N)C(=O)O
#12 COc1cc(OC)c(/C=C/S(=O)(=O)Cc2ccc(OC)c(NCC(=O)O)c2)c(OC)c1

Screen / compound no. | 6 | 1 | 20 | 12
RPMI-8226 | 101 | 8.4* | 122 | 26
MOLT-4 | 101 | -21* | 109 | 14
EKVX | 92 | 2.6* | 98 | 27
SR | 99 | -5.1* | 124 | 11
HOP-62 | 92 | 3.3* | 111 | 13
K-562 | 92 | 11&10 | 114 | 8.4*
CCRF-CEM | 97 | 10 | 118 | 16
HOP-92 | 99 | -4.4* | nt | 44
